# Assay outcomes as filed in PubChem BioAssay.
# TrxR1 substrate – substrates of rat thioredoxin reductase 1; O89049; purified TrxR1 substrate turnover, NADPH consumption readout; Potency, µM (top dose mostly 114 µM), without a hit: at the highest dose activity change, negative = substrate turnover; 390,000 compounds, 0.01% hits; note: potency is the fitted concentration of half-maximal effect; % is set by controls: 0 for no effect and ±100 for the full control effect; nearly all actives have a fitted effect of over 50% in size
#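 Rat TrxR1, dispensed at 90 nM, was prereduced with 400 uM NADPH (final) for 5 min at ~22 deg C, then incubated with compound 15 min before 400 uM selenite. A first-read NADPH fluorescence drop versus no-compound background flagged substrates.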
# GLS inh – blocks human kidney-isoform glutaminase activity | O94925 | GLS enzymatic activity, qHTS titration | Potency, µM (highest dose often 45.5 µM), without a hit: at the top dose activity change, negative = inhibition, hits mostly inhibitors | 410,000 compounds, 0.21% hits; note: potency is the fitted concentration of half-maximal effect; % is set by controls: 0 for no effect and ±100 for the full control effect
# Target sequence (O94925 whole entry, looked up, canonical isoform): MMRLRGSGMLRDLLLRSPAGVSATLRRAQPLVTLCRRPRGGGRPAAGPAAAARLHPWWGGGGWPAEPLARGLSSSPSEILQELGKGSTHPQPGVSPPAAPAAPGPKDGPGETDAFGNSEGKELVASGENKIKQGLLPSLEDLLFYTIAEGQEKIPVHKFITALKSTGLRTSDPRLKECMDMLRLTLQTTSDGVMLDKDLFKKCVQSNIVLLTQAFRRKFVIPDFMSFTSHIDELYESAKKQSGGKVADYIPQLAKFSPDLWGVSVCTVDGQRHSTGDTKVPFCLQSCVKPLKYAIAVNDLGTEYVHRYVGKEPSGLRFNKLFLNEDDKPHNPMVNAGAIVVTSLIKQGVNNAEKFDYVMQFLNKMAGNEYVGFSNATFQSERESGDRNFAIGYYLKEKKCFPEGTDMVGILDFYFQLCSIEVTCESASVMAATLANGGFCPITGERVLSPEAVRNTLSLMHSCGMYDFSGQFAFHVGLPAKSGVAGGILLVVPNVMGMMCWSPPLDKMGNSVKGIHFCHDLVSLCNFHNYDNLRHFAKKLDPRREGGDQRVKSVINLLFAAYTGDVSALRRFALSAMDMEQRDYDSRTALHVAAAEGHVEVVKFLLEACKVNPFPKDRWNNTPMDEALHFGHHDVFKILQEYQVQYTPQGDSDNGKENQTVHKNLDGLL
#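 Read-out is an Amplex red fluorescence increase coupled through glutamate oxidase and HRP, measured before and after 30 min room-temperature incubation. hKGA is in 45 mM KH2PO4 (pH 8.2) with 0.02% Tween-20; glutamine added as 1mM solution.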
# IDH1 R132H inh – inhibitors of human mutant IDH1 R132H; O75874; IDH1-R132H enzyme, NADPH consumption, diaphorase/resazurin fluorescence; Potency, µM (series often up to 76.6 µM), inactives show at the highest dose activity change, negative = inhibition, actives largely listed as inhibitors; 390,000 compounds, 0.093% hits; note: potency is the fitted concentration of half-maximal effect; % is set by controls: 0 for no effect and ±100 for the full control effect; nearly all actives have a fitted effect of over 65% in size
# Target sequence (O75874 whole entry R132H, stated change not applied): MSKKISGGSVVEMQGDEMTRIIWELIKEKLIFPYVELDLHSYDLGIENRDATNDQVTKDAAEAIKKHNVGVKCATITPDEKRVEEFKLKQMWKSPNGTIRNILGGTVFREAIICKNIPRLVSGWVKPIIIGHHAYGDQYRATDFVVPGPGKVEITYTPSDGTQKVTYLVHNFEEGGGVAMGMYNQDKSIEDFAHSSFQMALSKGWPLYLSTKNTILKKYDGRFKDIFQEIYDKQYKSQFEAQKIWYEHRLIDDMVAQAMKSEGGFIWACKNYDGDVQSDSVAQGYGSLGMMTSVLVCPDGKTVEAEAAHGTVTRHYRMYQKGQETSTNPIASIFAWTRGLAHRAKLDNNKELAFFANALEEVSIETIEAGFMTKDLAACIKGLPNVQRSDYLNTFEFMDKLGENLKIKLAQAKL
#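 IDH1-R132H (0.5 ug/mL dispensed) in pH 7.5 Tris buffer was preincubated 30 min with compound, then given a substrate mix of 0.016 mM NADPH and 2 mM alpha-KG for 80 min at room temperature; remaining NADPH was read by diaphorase/resazurin fluorescence.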
# HP1b binding inh – inhibitors of HP1-beta chromodomain binding to methylated histone tails | AlphaScreen HP1-beta / biotin-H3K9me3 peptide binding | Potency, µM (doses to about 114 µM), for the others: top-dose activity change, negative = inhibition, actives largely listed as inhibitors | 390,000 compounds, 0.56% hits; note: potency is the fitted concentration of half-maximal effect; nearly all actives have a fitted effect of over 70% in size; inactives centre near 23
#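 HP1-beta protein (50 nM final) preincubated 30 min at room temperature with biotinylated H3(1-18)K9me3 peptide (50 nM) in PBS pH 7.4, 0.01% Tween-20, then compound added for 30 min. AlphaScreen streptavidin donor/nickel chelate acceptor beads (10 ug/mL final), 30 min dark, luminescence read.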
# rTrxR1 inhibitor – blocks rat thioredoxin reductase 1. recombinant rTrxR1, NADPH fluorescence consumption, selenite substrate. Potency, µM (series often up to 114 µM), inactives show at the highest dose activity change, negative = inhibition, actives largely listed as inhibitors. O89049. 390,000 compounds, 1% hits; note: potency is the fitted concentration of half-maximal effect; % is set by controls: 0 for no effect and ±100 for the full control effect; nearly all actives have a fitted effect of over 65% in size
#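 Rat TrxR1 (90 nM in the dispensed reagent) was pre-reduced with 400 uM NADPH for 5 min at room temperature, then incubated with compound for 15 min. After 400 uM selenite was added, NADPH fluorescence (Ex 340/Em 450 nm) was followed for 8 min.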
# PI4K2A block – inhibitors of human PI4K2A. Q9BTU6. purified PI4K2A, ADP-Glo luminescence, 1 h; stronger effect = lower value. 420,000 compounds, 0.13% hits. AID 1346378. activity change, negative = inhibition, % at 76.9 µM; in the data active = activity change below about -50%; inconclusive = mostly about -30% to -49%;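 note: -100% = wells without enzyme as full effect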
#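 In this quantitative HTS, ADP production by PI4K2A was quantified luminescently after 1 h at ambient temperature; 100 microM adenosine served as plate-quality control.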
# USP1-UAF1 inh – inhibitors of human USP1/UAF1 deubiquitinase | Potency, µM (titrated, usually from 57.1 µM), for inactives: at the top dose activity change, negative = inhibition, most hits filed as inhibitors | O94782 | 390,000 compounds, 0.23% hits | recombinant USP1/UAF1, Ub-Rhodamine cleavage fluorescence; note: potency is the fitted concentration of half-maximal effect; % is set by controls: 0 for no effect and ±100 for the full control effect; nearly all actives have a fitted effect of over 60% in size; inactives centre near -12
#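 USP1/UAF1 complex at 1 nM was preincubated with compound for 15 min at room temperature, then Ub-Rho substrate (150nM final) was added. Fluorescence (480/540 nm) was read kinetically, 6 reads every 60 seconds.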
# Pin1 inhibitor – inhibitors of human Pin1. Pin1 FP peptide displacement, HiFluor488, 10 min. Potency, µM (titrated, usually from 115 µM), for inactives: at the highest dose activity, negative = inhibition, hits mostly inhibitors. 390,000 compounds, 0.009% hits; active = well fitted inhibition curve with a large enough effect in the polarisation, with a control signal flat, not every such curve was filed as active; inconclusive = small, poorly fitted or top-dose-only effect, or effect the other way, or a change in a side signal; inactive = no such curve, though single readings can be large or run the other way; the % refers to the polarisation; note: potency is the fitted concentration of half-maximal effect; % is set by controls: 0 for no effect and ±100 for the full control effect
# Tb PGK inh – T. brucei PGK inhibition | P07378 | 380,000 compounds, 0.043% hits | PGK/GAPDH coupled, Kinase-Glo luminescence, 60 min | Potency, µM (top dose mostly 57.5 µM), without a hit: at the highest dose activity change, negative = inhibition, most hits filed as inhibitors; note: potency is the fitted concentration of half-maximal effect; % is set by controls: 0 for no effect and ±100 for the full control effect; nearly all actives have a fitted effect of over 60% in size
#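 Recombinant glycosomal PGK reaction used 1,3-bisphosphoglycerate generated in-well by GAPDH (100nM final) in 100mM TEA pH 7.6, 5mM MgCl2, 0.01% Tween-20. After 60 minutes at room temperature, ATP was read by Kinase-Glo Plus luminescence end-point.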
# Starred values were filed as active, the others as inactive; i = inactive; ? = inconclusive; & = joins results of further samples; [ ] = remark or other dose. Unless noted, calls come from the whole dose curve; as a rule, active = well fitted curve in the direction sought with a large enough effect; inconclusive = small, poorly fitted or top-dose-only effect, or another doubt; inactive = no such curve, though single readings can be large; an effect the other way counts as inactive or inconclusive. Some of the compounds tested; the hit share may differ from the screen's.
[1] CC(=O)N1c2ccc(S(=O)(=O)N3CCCC3C(=O)Nc3cccc(F)c3)cc2CC1C (configuration not stated)
[2] CN(Cc1cnn(Cc2ccccc2)c1)C(=O)c1cccc(S(=O)(=O)N2CCOCC2)c1
[3] COc1ccccc1C(=O)Oc1ccc(C(C)(C)C)cc1
[4] CC1=Nn2c(nnc2-c2ccccn2)SC1
[5] COc1ccc(C(=O)Nc2nnc(Cc3cccs3)s2)cc1OC
[6] CC(OC(=O)c1cccnc1Cl)C(=O)Nc1ccc2c(c1)OCCO2 (configuration not stated)

compound no.	1	2	3	4	5	6
TrxR1 substrate	-11%[57.1 µM]	2%	-12%	0%	10%[57.1 µM]	-10%
GLS inh	-3%	-2%	-8%	-2%	-11%	15%
IDH1 R132H inh	20%	-3%	0%	8%	5%	4%
HP1b binding inh	39%[activator]	39%[activator]	131%	32%	31%	39%[activator]
rTrxR1 inhibitor	0%[57.1 µM]	15%	-13%	7%	7%[57.1 µM]	-11%
PI4K2A block	-5	2	-6	3	-5	2
USP1-UAF1 inh	-14%	-20%	-14%	-21%	3%	-2%
Pin1 inhibitor	-1%	-10%	1%	-6%	43%[activator]	0%
Tb PGK inh	i	1%	-4%	i	2%	-1%

[7] Cc1csc(NC(=O)C2CCCN2C(=O)Oc2ccccc2)n1 (configuration not stated)
[8] O=C(Cc1ccccc1)NC1CCN(C(=O)NCc2ccccc2)CC1
[9] CCCC1CCC(c2ccc(OCC)cc2)=CC1=O (configuration not stated)
[10] CCc1cc2c(N3CCN(c4nnc(CC)s4)CC3)ncnc2s1
[11] CC(C)c1ccc(NC(=O)COC(=O)C2CCCCC2)cc1
[12] Cc1nc2nc(SCC(=O)NCCCN3CCCC3)nn2c(C)c1Cc1ccccc1Cl

compound no.	7	8	9	10	11	12
TrxR1 substrate	-2%	4%	-2%	-10%	-9%	-4%
GLS inh	0%	-3%	-7%	0%	-1%	2%
IDH1 R132H inh	3%	4%	13%	3%	3%	-1%
HP1b binding inh	2%	-15%	135%[activator]	39%	94%[activator]	-11%
rTrxR1 inhibitor	-1%	4%	7%	10%[57.1 µM]	5%	-8%
PI4K2A block	2	1	5	0	3	3
USP1-UAF1 inh	-18%	-4%	-10%	-14%	-18%	0%
Pin1 inhibitor	-4%	-5%	-2%	6%	-4%	-2%
Tb PGK inh	-4%	-1%	-5%	i	-2%	-6%

[13] OC(CN1CCOCC1)Cn1cnc2ccccc21 (configuration not stated)
[14] Cc1cccc(C(=O)N2CCC(N3CCC(C(=O)N4CCOCC4)CC3)CC2)c1
[15] O=C(CSc1nnc(CNC(=O)c2ccco2)o1)Nc1ccc(F)cc1
[16] COc1cccc(CN2CCN(CC#Cc3ccccc3)CC2CCO)c1 (configuration not stated)
[17] COc1ccccc1/C=C/C(=O)N1CCN(S(=O)(=O)c2cc(C)ccc2C)CC1
[18] Cc1ccsc1/C=N/NC(=O)C1C(=O)NCC1c1ccccc1 (configuration not stated)

compound no.	13	14	15	16	17	18
TrxR1 substrate	6%	-10%	4%	-2%	-8%	-3%
GLS inh	-2%	1%	-2%	4%	-6%	-1%
IDH1 R132H inh	4%	5%	-3%	-9%	3%	26%
HP1b binding inh	22%	29%	34%	15%	43%[activator]	9%
rTrxR1 inhibitor	8%	-20%	20%	-15%	9%	3%
PI4K2A block	-1	-4	1	2	6	-2
USP1-UAF1 inh	-13%	-6%	?	0%	-15%	-7%
Pin1 inhibitor	4%	?	-3%	7%	12%	9%
Tb PGK inh	i	-3%	5%	1%	i	-7%

[19] Cc1cc(F)ccc1NC(=O)CN(C)S(=O)(=O)c1ccc(C(=O)N2CCOCC2)s1
[20] Cc1cccc(NC(=O)C2C(c3ccccc3)C2(Cl)Cl)c1C (configuration not stated)
[21] COC(=O)c1ccc2c(=O)n(CCCCCC(=O)O)c(=S)[nH]c2c1
[22] Cc1ccc(-c2nc(S(=O)(=O)c3ccc(Cl)cc3)c(N3CCCCC3)o2)cc1
[23] C#CCOCCOCCOCCNc1nc(N2CCN(C(=O)[C@H](CCCCN)n3cc([C@@H](N)[C@H](C)CC)nn3)CC2)nc(N2CCN(C(=O)[C@H](CCC(=O)O)n3cc([C@@H](N)CCCCN)nn3)CC2)n1
[24] O=C(Nc1ccccc1)c1cn(CCBr)cn1

compound no.	19	20	21	22	23	24
TrxR1 substrate	-2%[57.1 µM]	-7%	9%	9%	7%	-7%
GLS inh	-18%	-1%	-16%	-7%	0%	5%
IDH1 R132H inh	3%	-3%	-9%	8%	12%	7%
HP1b binding inh	20%	61%[activator]	42%	?	65%[activator]	48%[activator]
rTrxR1 inhibitor	9%[57.1 µM]	-9%	1%	7%	?	-15%
PI4K2A block	-3	5	2	-2	-9	-5
USP1-UAF1 inh	-9%	-13%	-2%	0%	-18%	1%
Pin1 inhibitor	1%	2%	3%	14%	7%	4%
Tb PGK inh	0%	-8%	-3%	4%	-1%	0%

[25] O=C(O)CCCC(=O)Nc1ccccc1Oc1ccccc1
[26] CCc1cccc(C)c1NC(=O)c1cc(=O)[nH]c2ccc(S(=O)(=O)N3CCOCC3)cc12
[27] CCCNC(=O)N1C2=NC(C(=O)OC)=C(C(=O)OC)[C@@H]3N(Cc4ccccc4)c4ccccc4[C@]23C[C@H]1CO
[28] COc1cccc(NC(=O)c2ccc(-c3ccccc3[N+](=O)[O-])o2)c1
[29] CC(C)CCNC(=O)c1c(CSc2ccccc2)noc1C(=O)NCc1ccccc1
[30] Cc1c(C(=O)OCC(=O)N(CC(C)C)c2c(N)n(Cc3ccccc3)c(=O)[nH]c2=O)oc2ccccc12

compound no.	25	26	27	28	29	30
TrxR1 substrate	-3%[57.1 µM]	2%	-10%[57.1 µM]	-7%[57.1 µM]	-9%[57.1 µM]	-2%
GLS inh	7%	-4%	-3%	-7%	-5%	0%
IDH1 R132H inh	1%	11%	3%	5%	19%	-1%
HP1b binding inh	19%	21%	26%	23%	68%[activator]	15%
rTrxR1 inhibitor	14%[57.1 µM]	23%	13%[57.1 µM]	16µM*	12%[57.1 µM]	2%
PI4K2A block	7	3	0	0	-3	2
USP1-UAF1 inh	-10%	-21%	-12%	-8%	-7%	-16%
Pin1 inhibitor	-6%	1%	1%	15%	-9%	39%[activator]
Tb PGK inh	-2%	-8%	-3%	2%	i	5%

[31] CCCCn1c(N)c(N(CCC(C)C)C(=O)c2ccc(C)c(S(=O)(=O)N3CCOCC3)c2)c(=O)[nH]c1=O
[32] COCCNC(=O)CN1CCC(NC(=O)C(C)(C)C)CC1
[33] c1ccc(C2CN3CCSC3=N2)cc1 (configuration not stated)
[34] Cc1ccccc1NS(=O)(=O)c1cc2c(cc1C)NC(=O)CO2
[35] Cc1cc(S(=O)(=O)Nc2ccc(C(=O)NCC(c3ccco3)N3CCCCC3)cc2)ccc1F (configuration not stated)
[36] Cc1cc(C)nc(SC/C=C/c2ccccc2)n1

compound no.	31	32	33	34	35	36
TrxR1 substrate	-2%	-5%	8%[57.1 µM]	1%[57.1 µM]	-4%	-4%
GLS inh	4%	-3%	-6%&0%	1%	15%	-9%
IDH1 R132H inh	2%	-3%	-18%	-3%	2%	9%
HP1b binding inh	18%	28%	25%	37%	11%	202%[activator]
rTrxR1 inhibitor	-9%	15%	24%[57.1 µM]	20%[57.1 µM]	12%	-2%
PI4K2A block	0	-1	-2&-2	1	0	0
USP1-UAF1 inh	?	-2%	-18%	-25%	1%	-25%
Pin1 inhibitor	-1%	2%	1%	1%	1%	1%
Tb PGK inh	4%	-3%	-5%	-10%	-4%	-5%

[37] CC(=O)c1ccc2c(c1)Nc1ccccc1S2
[38] Cc1cccc(-c2nc3scc(CCNS(=O)(=O)c4ccc(Oc5ccccc5)cc4)n3n2)c1
[39] O=C(CN1C(=O)c2ccccc2C1=O)Nc1ccccc1C(=O)N1CCCC1
[40] O=C(c1cnc(Cl)c(Cl)c1)N1CCN(S(=O)(=O)c2ccc(F)cc2)CC1
[41] CC(Sc1nnc2ccccn12)C(=O)Nc1ccc2c(c1)OCCO2 (configuration not stated)

compound no.	37	38	39	40	41
TrxR1 substrate	-15%	3%[57.1 µM]	2%	10%	-9%[57.1 µM]
GLS inh	2%	?	4%	17%	7%
IDH1 R132H inh	-9%	-12%	0%	0%	8%
HP1b binding inh	-1%	14%	39%	22%	-3%
rTrxR1 inhibitor	22%[57.1 µM]	16%[57.1 µM]	19%	30%	24%[57.1 µM]
PI4K2A block	3	-2	1	5	2
USP1-UAF1 inh	-9%	-27%	-15%	-15%	-9%
Pin1 inhibitor	?	-5%	-13%	-11%	-8%
Tb PGK inh	i	i	i	-1%	i

# One compound at a time (already shown).
# Shown for `O=C(CN1C(=O)c2ccccc2C1=O)Nc1ccccc1C(=O)N1CCCC1` → TrxR1 substrate = 2%; GLS inh = 4%; IDH1 R132H inh = 0%; HP1b binding inh = 39%; rTrxR1 inhibitor = 19%; PI4K2A block = 1; USP1-UAF1 inh = -15%; Pin1 inhibitor = -13%; Tb PGK inh = i
# Shown for `CC(Sc1nnc2ccccn12)C(=O)Nc1ccc2c(c1)OCCO2` (configuration not stated) → TrxR1 substrate = -9%[57.1 µM]; GLS inh = 7%; IDH1 R132H inh = 8%; HP1b binding inh = -3%; rTrxR1 inhibitor = 24%[57.1 µM]; PI4K2A block = 2; USP1-UAF1 inh = -9%; Pin1 inhibitor = -8%; Tb PGK inh = i
